# Prostate diff: activators of LNCaP prostate cell differentiation, primary screen, flow cytometry side scatter | actives 0.56% (n = 24,000) | AID 795, 2007 | 4 d | side scatter shift, % at 10 µM;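 active = side scatter shift above 30%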;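 note: androgen-responsive LNCaP prostate cancer cells in charcoal-stripped serum medium; percent of cells past a gate set so DMSO wells show 10% shift; higher shift means more granular cells and more differentiation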
# Autofluor Jurkat: compound autofluorescence on Jurkat cells, primary screen, artefact control for VLA-4 allosteric ligand project, cell-based, flow cytometry. hits give high values; 1 = vehicle-only cell background. fluorescence ratio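 (tested at 10 µM compound in the well)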. actives 0.61% (n = 24,000);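 active = fluorescence ratio above 2.44, which is 1 plus 3 SD of all ratios; inconclusive = signal too bright to measure linearly, ratio around 10 or more; inactive = fluorescence ratio below 2.44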;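 note: green fluorescence of cells measured with 488 nm excitation and 530 nm emission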
# VLA-4 antagonist: inhibitors of LDV-FITC binding to Mn2+-activated VLA-4, primary screen, Jurkat cells. Integrin alpha-4 (Homo sapiens), P13612. LDV-FITC binding with Mn2+, flow cytometry; 100% = Mn2+-driven binding gain fully reversed. inhibition, % at 10 µM (by protocol). actives 0.2% (n = 24,000);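 active = inhibition above 50%; inconclusive = compound itself fluorescent, judged against control cell fluorescence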;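 note: 0% = Mn2+ stimulated cells lacking compound and 100% = ligand binding without Mn2+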
# Target sequence (P13612 whole entry, looked up): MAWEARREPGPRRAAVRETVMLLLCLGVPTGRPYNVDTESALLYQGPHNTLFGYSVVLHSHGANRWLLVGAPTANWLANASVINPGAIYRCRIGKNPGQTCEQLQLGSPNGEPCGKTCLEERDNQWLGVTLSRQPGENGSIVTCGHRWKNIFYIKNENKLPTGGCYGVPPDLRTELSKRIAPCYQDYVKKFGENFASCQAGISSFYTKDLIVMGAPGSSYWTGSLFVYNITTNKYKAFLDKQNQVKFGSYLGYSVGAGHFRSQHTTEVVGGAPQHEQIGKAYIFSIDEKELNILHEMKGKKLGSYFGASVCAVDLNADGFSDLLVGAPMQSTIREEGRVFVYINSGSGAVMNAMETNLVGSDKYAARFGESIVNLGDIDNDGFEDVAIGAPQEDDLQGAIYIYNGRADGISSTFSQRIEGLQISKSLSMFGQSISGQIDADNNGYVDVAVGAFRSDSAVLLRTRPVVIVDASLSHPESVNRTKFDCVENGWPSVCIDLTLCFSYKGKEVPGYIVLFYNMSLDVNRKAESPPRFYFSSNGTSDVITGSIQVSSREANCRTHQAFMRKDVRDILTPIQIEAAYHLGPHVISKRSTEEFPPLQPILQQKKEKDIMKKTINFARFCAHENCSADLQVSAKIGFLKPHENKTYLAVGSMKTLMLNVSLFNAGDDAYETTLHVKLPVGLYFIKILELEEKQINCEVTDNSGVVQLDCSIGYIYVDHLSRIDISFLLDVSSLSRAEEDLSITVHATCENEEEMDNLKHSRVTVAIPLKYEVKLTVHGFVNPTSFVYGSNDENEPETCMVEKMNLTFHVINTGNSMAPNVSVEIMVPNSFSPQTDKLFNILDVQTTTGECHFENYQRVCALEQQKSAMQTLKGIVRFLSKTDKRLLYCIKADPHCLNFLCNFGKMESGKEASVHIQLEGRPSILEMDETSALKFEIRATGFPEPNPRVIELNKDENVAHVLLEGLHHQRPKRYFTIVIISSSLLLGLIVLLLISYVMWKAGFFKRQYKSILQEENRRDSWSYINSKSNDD
# VLA-4 allo ag: enhancers of LDV-FITC binding to VLA-4 integrin, primary screen, Jurkat cells, flow cytometry. AID 528, 2006. activation, % at 10 µM (by protocol). 24,000 tested, under 10 active;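 active = fluorescent ligand binding to cells raised by more than 40% of the manganese-induced maximum; inconclusive = compound's own fluorescence above 85% of the ligand control signal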;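 note: 0% = ligand binding without compound and 100% = manganese-stimulated maximal binding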
# * = called active by the depositor; ? = inconclusive. The list is partial; the hit share may differ from the screen's.
No.	Prostate diff	Autofluor Jurkat	VLA-4 antagonist	VLA-4 allo ag	structure
1	4	1	-18	8	N#CC1=C(N)N(c2ccccc2)C(c2ccccc2)C1(C#N)C#N (centres undefined)
2	2	1.4	?	?	CSc1nc(N)nc(SCC(=O)c2ccc(C)cc2)c1C#N
3	13	0.98	-9	1	COC(=O)Cn1nc(-c2ccccc2)c2ccccc2c1=O
4	16	1.1	0	3	CC(=O)c1c(C)c[nH]c1C
5	2	1.1	-8	-9	Cn1c(NC(=O)c2cccc(Cn3cc(Cl)cn3)c2)nc2ccccc21
6	9	1	4	0	O=C1CC(c2cc3c(cc2Br)OCO3)C2=C(CCCC2=O)N1 (centres undefined)
7	12	1.1	0	4	Cc1nc2ccc(S(=O)(=O)NC(C(=O)N3CCn4c3nc3ccccc34)C(C)C)cc2s1 (centres undefined)
8	12	1.1	5	-2	Cc1ccc(S(=O)(=O)NCCN=C(CN2CCOCC2)NS(=O)(=O)c2ccc(C)cc2)cc1
9	6	1	7	6	CC1C2CC(C(S(=O)(=O)N3CCOCC3)C2=O)C1(C)C (centres undefined)
10	1	0.98	-7	0	Cc1cc(NC(=O)COc2cccc(C)c2C)no1
11	13	1.1	-14	-2	COc1ccccc1NC(=O)C1=C(C)Nc2ncnn2C1c1ccccc1C (centres undefined)
12	7	1	-4	-7	Nc1c(Sc2ccccc2)c(=O)[nH]c(=O)n1Cc1ccccc1
13	18	1.1	-16	-10	CCOC(=O)c1ccccc1NC(=O)Cn1cnc2c(cnn2-c2ccccc2)c1=O
14	7	1.1	12	1	COc1ccc(-c2nnc(NC(=O)c3ccc(S(=O)(=O)N4CCc5ccccc5C4)cc3)o2)cc1
15	14	1.1	-20	10	Nc1nonc1C(=O)NCCNCc1cc(Br)ccc1OCc1ccccc1F
16	34*	1	-5	1	COC(=O)c1ccc2c(=O)n(Cc3ccco3)c(SCC(=O)Nc3ccc(C)c(Cl)c3)nc2c1
17	7	1.2	22	-10	Cc1nc2ccccc2c(=O)n1NC(=O)c1c(O)c2c(n(CC(C)C)c1=O)CCCC2
18	14	1	18	-2	Cc1cccc(CSC2=NCCN2C(=O)c2ccco2)c1
19	3	1.1	?	?	Cc1cc(NC(=O)c2ccc(S(=O)(=O)N3CCCC3)cc2)nc2c1c(=O)oc1ccccc12
20	9	1	-11	0	O=C(CCc1ccccc1)Nc1ncn[nH]1
21	2	0.98	-12	4	O=C(NCCN1CCCC1)c1ccc(CS(=O)(=O)c2c(Cl)cccc2Cl)o1
22	8	1	18	1	O=C(CSc1nnc(CNC(=O)c2ccccc2F)o1)NCCc1ccccc1
23	8	1.1	-8	7	CC(=O)c1cc(F)c(N2CCN(C(=O)Cc3ccccc3)CC2)cc1C
24	11	1.1	-8	1	O=C(Cn1ncc2c(=O)oc3ccccc3c21)N1CCCN(Cc2ccccc2F)C1
25	10	1	-4	1	CCN(CC)Cc1c(C(=O)OC)nnn1-c1nonc1N
26	4	1	7	4	O=C(CN1CCN(C(=O)c2cccc(F)c2)CC1)Nc1ccccc1F
27	12	1.1	-4	-3	O=C(COC(=O)C1CC(=O)N(c2ccccc2)C1)c1ccccc1 (centres undefined)
28	11	1	-1	5	COc1ccc(OC)c(NC(=O)CN(c2ccc(C)cc2)S(=O)(=O)c2c(C)noc2C)c1
29	7	1	-8	-4	CN(CC(=O)NC1CCCCC1)S(=O)(=O)c1cccc2nsnc12
30	7	1.1	-4	-2	CN(C)c1ccc(C=NCC2(O)CCOC(C)(C)C2)cc1 (centres undefined)
31	7	1	-2	6	CC1(C)CC2(CCO1)OC(=O)CC2C(=O)NCc1ccccc1 (centres undefined)
32	2	1.1	-11	-5	C/C=C/COC(=O)c1[nH]c2c(c1C)C(=O)CC(c1ccc(N(C)C)cc1)C2 (centres undefined)
33	15	1	6	-2	CCOC(=O)c1sc(NC(=O)c2noc3c2CCCC3)c(C(=O)OCC)c1C
34	7	1.3	?	?	COc1ccccc1CNC(=O)C1CCN(Cc2nc(-c3cccc(Cl)c3)oc2C)CC1
35	5	1	4	1	COc1ccc(C2=NOC(C(=O)NC(C)C)C2)cc1 (centres undefined)
36	3	1.1	7	-2	CCOc1cc(-c2noc(N)c2C(=O)OC)cc(OCC)c1OCC
37	6	1	-3	2	CCOC(=O)CN1CC23C=CC(O2)C(C(=O)NC2CCCC2)C3C1=O (centres undefined)
38	6	1	-7	3	O=C(CCNS(=O)(=O)c1cccc2nsnc12)NCc1cccs1
39	4	1.4	?	?	Cc1ccc2nc(C)cc(NCCO)c2c1
40	3	1.1	11	-8	Cc1ccc(Cl)cc1N1CCN(C(=O)C2CCCN(S(=O)(=O)c3cnc[nH]3)C2)CC1 (centres undefined)
41	4	1.1	-2	-3	CC1(C)OC(=O)N(Cc2ccco2)C1(C)O (centres undefined)
42	15	1	?	?	O=C(CCNC(=O)Cn1cnc2ccccc2c1=O)NCCC1=CCCCC1
43	11	0.98	40	-8	COc1ccc(N(CC(=O)Nc2ccc(OC)c(Cl)c2)S(=O)(=O)c2c(C)noc2C)cc1
44	7	1	-21	7	CCOC(=O)c1nc(-c2ccc3c(c2)OCO3)[nH]c1C
45	6	0.95	-2	4	Cc1ccc(NC(=O)CCn2nc(C)cc2C)c(C)c1
46	9	1.1	18	-1	CSc1nc(N)nc(SCC(=O)c2ccccc2)c1C#N
47	3	1	9	1	COCCCNC(=O)Cn1ncc2ccsc2c1=O
48	2	1.1	-18	2	Cc1csc(NC(=O)c2cccs2)n1
49	9	1	-14	-2	O=C(COC(=O)c1cnccn1)c1ccc(OC(=O)c2ccccc2)cc1
50	13	0.96	-20	2	CCC(=O)c1ccc(OCC(O)CN2CCN(S(=O)(=O)N3CCCCC3)CC2)cc1 (centres undefined)

# Arranged by the number under Autofluor Jurkat (lowest first): some entries from above
No.	Prostate diff	Autofluor Jurkat	VLA-4 antagonist	VLA-4 allo ag	structure
10	1	0.98	-7	0	Cc1cc(NC(=O)COc2cccc(C)c2C)no1
33	15	1	6	-2	CCOC(=O)c1sc(NC(=O)c2noc3c2CCCC3)c(C(=O)OCC)c1C
13	18	1.1	-16	-10	CCOC(=O)c1ccccc1NC(=O)Cn1cnc2c(cnn2-c2ccccc2)c1=O

# Going on with the list:
No.	Prostate diff	Autofluor Jurkat	VLA-4 antagonist	VLA-4 allo ag	structure
51	2	0.93	-3	5	COc1cccc(-n2c(Cc3cc(=O)[nH]c(=O)[nH]3)nnc2SCC(=O)Nc2ccccc2)c1
52	14	1.1	-4	2	Cc1ccc(C)c(N2CCN(S(=O)(=O)c3ccc4c(c3)CCC(=O)N4)CC2)c1
53	1	1	-8	3	C=CCn1c(-c2ccoc2)n[nH]c1=S
54	11	0.98	-1	-1	CCc1ccccc1NC(=O)CCc1nc(-c2ccc(C)cc2)no1
55	13	0.98	6	2	Cc1ccc(CCN2CC(C(=O)NCc3ccco3)CC2=O)cc1 (centres undefined)
56	19	0.97	-13	-2	COc1ccc(-c2cc(O)cc(O)c2)cc1
57	4	1.1	-4	6	Cc1oc(-c2cccs2)nc1CS(=O)CC(=O)NCCCOC(C)C (centres undefined)
58	15	1.2	-16	1	O=C1Nc2cc(C(=O)N3CCN(Cc4ccccc4)CC3)ccc2SC1N1CCOCC1 (centres undefined)
59	5	1.1	-12	2	Cc1nnc(SCc2ccccc2)n1N
60	9	1.1	3	-6	O=C(CCCn1c(=O)[nH]c2ccccc2c1=O)N1CCN(c2ccccn2)CC1
61	2	1.1	19	1	O=C1CCC(C(=O)N(c2ccccc2)C2(C(=O)NC3CCCCC3)CCCCC2)N1 (centres undefined)
62	18	1.1	18	-5	CCOc1ccccc1NC(=O)CN(c1ccc(OC)cc1)S(=O)(=O)c1c(C)noc1C
63	6	1.1	-8	-4	CCOC(=O)C(NC(C)=O)(Nc1ccc(S(=O)(=O)Nc2nccs2)cc1)C(F)(F)F (centres undefined)
64	4	1	-6	-5	O=C(c1cc(S(=O)(=O)N2CCOCC2)ccc1F)N1CCN(Cc2ccccc2)CC1
65	5	1.1	6	0	CCn1c(=O)cc(OCC(=O)N2CCCCCC2)c2ccccc21
66	14	0.75	2	-4	Cc1nc(N2CCC(C)CC2)c2c(C)c(C(=O)O)sc2n1
67	11	1.1	-22	3	Cc1ccc(CCNC(=O)C2CCCN(S(=O)(=O)c3c(C)noc3C)C2)cc1 (centres undefined)
68	7	1.1	-12	1	CCCc1cc(=O)n2[nH]c(C)cc2n1
69	6	1	-8	-2	COc1cccc2cc(C(=O)OC3CCN(C)CC3)c(=O)oc12
70	4	1	-4	10	COC(=O)CNc1nc(C2CC2)nc2c1nnn2Cc1ccccc1Cl
71	6	1	2	-7	O=C(CNC(=O)c1ccco1)OCN1C(=O)c2ccccc2C1=O
72	3	0.98	-35	-1	O=C(CN1C(=O)COCC1=O)N1CCOCC1
73	6	1.2	15	2	CCOC(=O)N1CCC(NC(=O)C2CCCN(S(=O)(=O)c3cccnc3)C2)CC1 (centres undefined)
74	9	1.1	-14	-4	CCOC(=O)c1ccc(S(=O)(=O)Nc2cc(C(C)(C)C)no2)cc1
75	17	1.1	-12	3	COCCNC(=O)CN(C)S(=O)(=O)c1ccc(Br)cc1

# Looked up above:
# no. 62 @ VLA-4 antagonist: 18
# no. 63 @ VLA-4 antagonist: -8
# no. 68 @ Prostate diff: 7

# (listing goes on)
No.	Prostate diff	Autofluor Jurkat	VLA-4 antagonist	VLA-4 allo ag	structure
76	13	0.98	-2	6	Cc1ccc(CCN2CC(C(=O)NCCCN3CCN(C)CC3)CC2=O)cc1 (centres undefined)
77	5	0.94	-4	2	CC(=O)c1cccc(NC(=O)COc2nsnc2N2CCOCC2)c1
78	3	0.76	-18	2	CC(C)CCOc1cccc(C2c3c(oc4ccccc4c3=O)C(=O)N2CCCN2CCOCC2)c1 (centres undefined)
79	2	1.2	?	?	CCOC(=O)c1cccc(NC(=O)CCS(=O)(=O)c2cccs2)c1
80	2	1	4	2	COc1ccc(CCNC(=O)CCn2c(=O)[nH]c3cc(OC)c(OC)cc3c2=O)cc1OC
81	12	1.1	14	0	Cc1cccc(NC(=O)C2CCCN2S(=O)(=O)c2cccc3cccnc23)c1 (centres undefined)
82	9	1.1	-6	2	O=C1C(C=NCCCn2ccnc2)=C(O)c2ccccc21
83	6	1.1	0	0	CCOC(=O)c1c(NC(=O)OC)sc(C(=O)N(C)C)c1C
84	6	1.1	21	-3	Cc1ccccc1CS(=O)(=O)CCC(=O)NCCCN1CCN(c2ccccc2F)CC1
85	6	1.1	-20	0	O=C(CCCn1c(=O)c2ccccc2n(CC(=O)NCc2ccco2)c1=O)NCc1ccco1
86	14	1.1	-6	-4	CCOC(=O)Nc1ccc(OC)cc1S(=O)(=O)N1CCCCC1
87	11	0.99	-32	4	CCn1c(SCC(=O)Nc2ccc(C(=O)OC)cc2)nnc1-c1cccs1
88	9	0.91	10	-2	Cc1ccc(S(=O)(=O)N2CCN(Cc3cc(C(C)C)ccc3O)CC2)cc1
89	7	1	4	3	O=C(CSc1nnc(CNC(=O)c2ccco2)o1)NC1CCCC1
90	2	0.98	-18	0	Cc1ccc2[nH]c(=O)c(C(c3nnnn3CCc3ccccc3)N3CCOCC3)cc2c1 (centres undefined)
91	4	0.98	-4	-4	COc1ccc(NC(=O)CSc2nnc(-c3ccncc3)n2CC2CCCO2)c(OC)c1 (centres undefined)
92	17	1	-10	2	c1ccc2c3nnc4n(c-3nc2c1)CCCS4
93	14	1.5	-6	-1	O=C(NC1CCCc2ccccc21)C1CCN(S(=O)(=O)c2cnc[nH]2)CC1 (centres undefined)
94	6	1.1	?	?	CCCOc1ccc2oc(=O)c3c(c2c1)CCCN3C(=O)CN(C)Cc1ccccc1
95	6	1.1	0	-6	COc1ccccc1N(CC(=O)NCc1ccccn1)S(C)(=O)=O
96	0	1	5	2	CCOC(=O)CNC(=O)Cn1cnc2sc(C)c(S(=O)(=O)N3CCC(C)CC3)c2c1=O

# Printed as active in Prostate diff, of those listed so far:
No.	Prostate diff	Autofluor Jurkat	VLA-4 antagonist	VLA-4 allo ag	structure
16	34*	1	-5	1	COC(=O)c1ccc2c(=O)n(Cc3ccco3)c(SCC(=O)Nc3ccc(C)c(Cl)c3)nc2c1

# Single records (already shown). Values in the order: Prostate diff	Autofluor Jurkat	VLA-4 antagonist	VLA-4 allo ag
# CCOC(=O)CNC(=O)Cn1cnc2sc(C)c(S(=O)(=O)N3CCC(C)CC3)c2c1=O is listed as 0	1	5	2
# O=C(NC1CCCc2ccccc21)C1CCN(S(=O)(=O)c2cnc[nH]2)CC1 (centres undefined) is listed as 14	1.5	-6	-1
# Cc1ccc2[nH]c(=O)c(C(c3nnnn3CCc3ccccc3)N3CCOCC3)cc2c1 (centres undefined) is listed as 2	0.98	-18	0
# O=C(CCCn1c(=O)c2ccccc2n(CC(=O)NCc2ccco2)c1=O)NCc1ccco1 is listed as 6	1.1	-20	0

# Screens: PubChem, NMMLSC
